Source: PubChem
Pf growth 48h – P. falciparum growth inhibition at 48 hours (one generation). Potency, µM (series often up to 28.7 µM), without a hit: top-dose activity change, negative = inhibition, most hits filed as inhibitors. P. falciparum luciferase growth in erythrocytes, 48 h. 310,000 compounds, 5.9% hits; note: potency is the fitted concentration of half-maximal effect; % is set by controls: 0 for no effect and ±100 for the full control effect
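Luminescence readout; reporter = integrated firefly luciferase in P. falciparum. RBC culture at 2% hematocrit, 0.1% parasitemia final, 37 C/5% CO2; decreased signal taken as growth inhibition.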
Giardia FBPA inh – Giardia lamblia aldolase inhibition. Potency, µM (doses to about 59.6 µM), without a hit: at the top dose activity, negative = inhibition, usual class: inhibitors. purified Giardia FBPA. A8B2U2. 290,000 compounds, 0.71% hits. AID 2451; note: potency is the fitted concentration of half-maximal effect; % is set by controls: 0 for no effect and ±100 for the full control effect; nearly all actives have a fitted effect of over 55% in size
Target sequence (A8B2U2 whole entry, looked up): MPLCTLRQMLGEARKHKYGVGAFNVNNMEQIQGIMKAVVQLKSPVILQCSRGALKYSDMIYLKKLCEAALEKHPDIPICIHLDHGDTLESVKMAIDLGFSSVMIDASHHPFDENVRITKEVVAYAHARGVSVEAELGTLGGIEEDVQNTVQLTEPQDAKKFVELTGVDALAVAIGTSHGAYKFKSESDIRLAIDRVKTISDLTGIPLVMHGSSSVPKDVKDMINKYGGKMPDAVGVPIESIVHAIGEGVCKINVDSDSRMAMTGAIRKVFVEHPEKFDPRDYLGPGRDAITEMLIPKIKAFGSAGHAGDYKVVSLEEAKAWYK
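Giardia FBPA (40 nM reagent) was preincubated 10 min at RT with compound (up to 57.5 uM final), then substrate plus GAPDH/TPI/NAD/arsenate coupling system with diaphorase/resazurin was added; resorufin fluorescence (525/598 nm) was read after 20 min.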
Cycloheximide cs – counter-screen hit for Shiga toxin inhibitors, cycloheximide | cell reporter, cycloheximide protein synthesis inhibition counterscreen | max response, % | 300,000 compounds, 12% hits | AID 2314; in the data active = max response mostly above about 13%, no sharp cut-off; inactive = mostly below about 14%; note: read at 38.3 µM for the half of the compounds with a filed dose; 0% is about no effect
Pf growth 96h – P. falciparum growth inhibition at 96 hour, primary screen for plastid delayed-death inhibitors | P. falciparum luciferase reporter growth, 96 h | Potency, µM (top dose mostly 28.7 µM), for the others: at the highest dose activity change, negative = inhibition, hits mostly inhibitors | 320,000 compounds, 6.9% hits | AID 504834; note: potency is the fitted concentration of half-maximal effect; % is set by controls: 0 for no effect and ±100 for the full control effect
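Delayed-death screen, second-generation endpoint: infected erythrocytes, 2% hematocrit, 0.05% parasitemia final; 96 hours at 37 C, 5% CO2; luciferase detection reagent; luminescence decrease equals reduced growth.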
Sm TGR block – inhibitors of Schistosoma mansoni thioredoxin glutathione reductase. 360,000 compounds, 3% hits. AID 485364. Q962Y6. purified TGR, DTNB reduction, TNB absorbance 405 nm. Potency, µM (doses to about 114 µM), for the others: top-dose activity change, negative = inhibition, usual class: inhibitors; note: potency is the fitted concentration of half-maximal effect; % is set by controls: 0 for no effect and ±100 for the full control effect; nearly all actives have a fitted effect of over 60% in size
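TGR 20 nM + NADPH 100 uM (dispensed conc.), cpd preinc 15 min RT; start with NADPH (500 uM addition) then DTNB (15 mM addition). Kinetic TNB absorbance, 405 nm filter. Four-parameter Hill fit across titration.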
Shiga inhibitor – Shiga toxin inhibition. Vero cells, Shiga toxin protein synthesis inhibition reporter. inhibition, % at 38.7 µM. 290,000 compounds, 9.2% hits; in the data active = inhibition mostly above about 28%, no sharp cut-off; inactive = mostly below about 43%; note: 0% is about no effect
* marks the source's active call; other numbers are inactive results; i = inactive; ? = inconclusive; nt = not tested or not shown; [ ] = remark or other dose. Unless noted, calls come from the whole dose curve; as a rule, active = well fitted curve in the direction sought with a large enough effect; inconclusive = small, poorly fitted or top-dose-only effect, or another doubt; inactive = no such curve, though single readings can be large; an effect the other way counts as inactive or inconclusive.

SMILES	Pf growth 48h	Giardia FBPA inh	Cycloheximide cs	Pf growth 96h	Sm TGR block	Shiga inhibitor
CC(C)(C)CN1C(N)=NC[C@H]1Cc1ccc(O)cc1	?	7%	-3	4.7µM*	20%	2
CC(=O)Nc1ccc(S(=O)(=O)Oc2cccc(/C=N/N=C3/NC(=O)C(CC(=O)O)S3)c2)cc1 (configuration not stated)	0%	-6%	-7	135%[activator]	-11%	-16
CN(CC(=O)Nc1c(Cl)cccc1Cl)C(=O)c1sccc1-c1ccccc1	?	nt	nt	?	4%	nt
O=C(/C=C/c1ccccc1)Nc1ccc(NC(=O)c2cccs2)cc1	-3%	-20%	-5	3%	0%	3
S=C(NCCc1cccc(Cl)c1)NC1CCCCC1	63%[activator]	0%	59*	27%	-1%	77*
O=[N+]([O-])c1cccc(CN2CCN(Cc3ccc(Cl)cc3)CC2)c1	12%	18µM*	-3	0%	1%	6
CCC(C)NC(=O)Nc1ccccc1F (configuration not stated)	20%	-4%	7	31%[activator]	-1%	8
N#C/C(=C\c1ccc[nH]1)C(=O)Nc1ccccc1Cl	37%[activator]	nt	33*	-26%	-1%	61*
CCC(=O)N1CCc2cc(Br)cc(S(=O)(=O)N3CCCC(C(=O)O)C3)c21 (configuration not stated)	-11%	nt	-5	26%	-5%	1
COc1ccc(C(CNC(=O)c2ccc(S(=O)(=O)N(C)C)cc2)N2CCCCC2)cc1 (configuration not stated)	-29%	4%	-1	?	-13%	14
O=C(Cn1c(=O)oc2ccccc21)NCCc1ccccc1Cl	15%	3%	-1	13%	13%	20
O=C(/C=C/c1ccccc1)NC(NC(=S)Nc1ccc(C(=O)O)cc1)C(Cl)(Cl)Cl (configuration not stated)	-11%	-4%	6	-27%	-2%	46
Cc1ccc(N2CC(C(=O)N3CCc4ccccc4C3)CC2=O)cc1 (configuration not stated)	-8%	2%	-3	-4%	0%	-2
Cc1ccc(C(=O)COC(=O)CCCC(=O)NC2CCCCC2)cc1[N+](=O)[O-]	3%	5%	-4	-15%	3%	-4
O=c1[nH]c2ccccc2cc1CN(Cc1cccnc1)S(=O)(=O)c1ccc(Cl)cc1	?	nt	-2	?	-17%	-7
CC(O)CNc1ccc([N+](=O)[O-])c2cccnc12 (configuration not stated)	32%[activator]	-29%	-1	?	-3%	14
CCO[C@@H]1OC(C(=O)N2CCN(C)CC2)=C[C@H](c2ccc(C(F)(F)F)cc2)[C@H]1CCCO	-23%	2%	1	?	-6%	-9
CC1(C)CN(C(=S)Nc2ccc(F)cc2F)C1=O	nt	?	1	13%	-13%	-7
COc1ccccc1NC(=O)Cc1ccsc1	13%	nt	-3	11%	-10%	12
O=C(CSc1nnc(CNC(=O)c2cccs2)o1)c1ccc(Cl)cc1	9%	2%	2	-2%	-3%	-22
Cc1c(C(=O)O)oc2ccc(S(=O)(=O)N3CC(C)CC(C)C3)cc12 (configuration not stated)	3%	25%	1	36%[activator]	-17%	-4
CC(C)(C)C(=O)N1CCN(c2ccc(NC(=O)c3ccc4c(c3)OCCO4)cc2)CC1	?	-4%	-5	-22%	-8%	3
CCN(CC(=O)NCc1ccc(Cl)cc1)C(=O)c1ccc2cc(OC)ccc2c1	-6%	8%	1	?	10%	-6
N#Cc1ccc(NC(=O)CN2C(=O)NC3(CCCC3)C2=O)cc1	17%	1%	-4	22%	-16%	-3
CCOc1ccc(NC(=O)c2cccnc2SC)cc1	68%[activator]	-5%	22*	55%[activator]	3%	20

Further records:
SMILES	Pf growth 48h	Giardia FBPA inh	Cycloheximide cs	Pf growth 96h	Sm TGR block	Shiga inhibitor
O=C(O)CSCC(=O)NC1CCCc2ccccc21 (configuration not stated)	15%	8%	2	31%[activator]	-6%	6
CCC(C)N(C(=O)COC(=O)CCc1c[nH]c2ccccc12)C1CCS(=O)(=O)C1 (configuration not stated)	nt	1%	2	-3%	3%	-9
COC(=O)C(C)NC(=O)COc1ccc2ccccc2c1 (configuration not stated)	-5%	-1%	10	21%	-5%	32
COc1ccc(C2(C)NC(=O)N(CC(=O)N3CCc4ccccc43)C2=O)cc1OC (configuration not stated)	-9%	nt	nt	?	-4%	nt
CC(C)(C)c1nc(N2CCN(C(=O)c3ccco3)CC2)c2nnn(Cc3ccccc3Cl)c2n1	1.7µM*	0%	-3	nt	-22%	3
Cc1ccccc1NC(=O)c1ccc(Cl)c(NC(=O)c2cccnc2)c1	15%	-5%	-2	11%	-6%	-21
Cc1cc(C(C)(C)C)cc(S(=O)(=O)Nc2ccc(O)c(C(=O)O)c2)c1C	18%	?	9	nt	-27%	-26
COc1ccc(NC(=O)CSc2nnc(C)c(=O)n2N)cc1	1%	?	-3	11%	-15%	-3
CCOc1ccc(NC(=O)CSc2ccc(-c3ccco3)nn2)cc1	-4%	nt	2	?	?	-4
CCOc1ccccc1NC(=O)CSc1ccc2nnc(-c3cccnc3)n2n1	?	4%	-2	?	0%	-7
CC(C)Oc1ccc(C(CC(=O)O)c2ccc(F)cc2)cc1 (configuration not stated)	145%[activator]	4%	-2	66%[activator]	-2%	-2
CC(=O)Nc1ccc(S(=O)(=O)NCCC(=O)Nc2cc(C)ccn2)cc1	6%	nt	nt	4%	0%	nt
O=C(c1cccc([N+](=O)[O-])c1)N1CCN(c2ccc(N3CCOCC3)nn2)CC1	?	nt	nt	?	-11%	nt
Cn1c(SCC(=O)NNC(=O)Nc2ccccc2)nnc1-c1ccccc1	5%	3%	-2	9%	13%	-8
CC(=O)c1ccc(OCCCC(=O)NC2CCCc3ccccc32)cc1 (configuration not stated)	-13%	0%	-2	-19%	10%	-4
CCN(CC)S(=O)(=O)c1cc(OC)c(Cl)cc1OC	-3%	3%	-2	-28%	-2%	1
Cc1ccc(S(=O)(=O)Nc2cc3c4c(c2)C(C)C(=O)N4CCC3)cc1 (configuration not stated)	10µM*	nt	nt	?	-10%	nt
CC(C)(C)c1ccc(NC(=O)CON=C(N)c2ccccc2)cc1	20%	nt	nt	17%	1%	nt
O=C(COC(=O)CNC(=O)c1ccc(Br)cc1)Nc1nnc(-c2ccccc2)o1	-18%	nt	nt	?	2%	nt
CCC(C)[C@H](NC(=O)N1CCCCCC1)C(=O)OC (some centres not stated)	-12%	-2%	-2	?	9%	-8
CC1=NN(c2cccc(F)c2)C(=O)/C1=C/c1ccc(N(C)C)cc1	-11%	6%	2	?	-17%	-11
C/C(=N\c1nc2ccccc2n1C)c1cc(Cl)ccc1O	17%	-1%	-3	-1%	25%	3
CCN(CC)S(=O)(=O)c1ccc(C(=O)NCC(=O)NCCCc2ccccc2)cc1	0%	0%	-3	15%	-10%	19
COc1cc(C(=O)OCC(=O)N2CC(C)OC(C)C2)cc(OC)c1OC (configuration not stated)	-3%	2%	2	15%	0%	-4
CC1CCN(S(=O)(=O)N2CCCC(C(=O)NCc3ccc(F)cc3)C2)CC1 (configuration not stated)	-6%	nt	-1	16%	4%	-10

Compound profiles (already shown).
Shown for C/C(=N\c1nc2ccccc2n1C)c1cc(Cl)ccc1O : Pf growth 48h = 17%; Giardia FBPA inh = -1%; Cycloheximide cs = -3; Pf growth 96h = -1%; Sm TGR block = 25%; Shiga inhibitor = 3
Shown for CC(C)Oc1ccc(C(CC(=O)O)c2ccc(F)cc2)cc1 (configuration not stated) : Pf growth 48h = 145%[activator]; Giardia FBPA inh = 4%; Cycloheximide cs = -2; Pf growth 96h = 66%[activator]; Sm TGR block = -2%; Shiga inhibitor = -2

Two entries drawn at random from the list so far:
SMILES	Pf growth 48h	Giardia FBPA inh	Cycloheximide cs	Pf growth 96h	Sm TGR block	Shiga inhibitor
CCC(C)[C@H](NC(=O)N1CCCCCC1)C(=O)OC (some centres not stated)	-12%	-2%	-2	?	9%	-8
COc1ccc(C2(C)NC(=O)N(CC(=O)N3CCc4ccccc43)C2=O)cc1OC (configuration not stated)	-9%	nt	nt	?	-4%	nt

The list goes on.
SMILES	Pf growth 48h	Giardia FBPA inh	Cycloheximide cs	Pf growth 96h	Sm TGR block	Shiga inhibitor
CCOC(=O)NCc1ccc(S(=O)(=O)Nc2ccc(C)cc2)cc1	?	-4%	-1	?	-10%	-3
CCN(CC)Cc1c(C(=O)N2CCc3ccccc3C2)nc2ccc(Cl)cn12	0%	-1%	-3	?	-30%	-2
COc1cccc(NC(=O)CN(C)C(=O)CCCc2c[nH]c3ccccc23)c1	?	nt	nt	-26%	?	nt
O=C1CC(N2CCCCC2)C(=O)N1c1ccccc1 (configuration not stated)	?	6%	1	?	32µM*	15
CCn1c(CCNC(=O)c2cccs2)nnc1SCC(=O)Nc1nc(-c2ccccc2)cs1	12µM*	-16%	2	?	-14%	33
COc1ccc(Nc2nc(NCc3ccco3)nc(N/N=C/c3ccccc3Cl)n2)cc1	10µM*	-11%	17*	?	-4%	7
Cc1onc(-c2c(F)cccc2Cl)c1C(=O)N=C(N)N1CCCC1	6%	0%	1	-10%	6%	21
O=C(CSc1nc2c(c(=O)n1-c1ccccc1)SCC2)N1CCOCC1	8%	1%	-3	-13%	-13%	-9
CCOc1ccc(C(=O)NC2CCN(S(=O)(=O)CC)CC2)cc1	23%	5%	9	2.3µM*	0%	-15
CN(C)S(=O)(=O)c1cccc(NC(=O)COc2ccccc2C(=O)NCc2ccccc2)c1	?	nt	nt	?	-2%	nt
Cc1ccc(CNC(=O)C2CC(c3ccccc3[N+](=O)[O-])=NO2)cc1 (configuration not stated)	7%	2%	13*	48%[activator]	18%	-2
COc1ccc(NC(=O)c2cccc(F)c2)cc1Cl	nt	-13%	20*	216%[activator]	0%	57*
O=C1c2ccccc2C(=O)N1Cc1ccco1	12%	4%	-3	?	1%	-12
COc1cc2c3c(c1)C(C)CC(C)(C)N3C(=O)C2=O (configuration not stated)	?	-4%	-1	i	0%	3
CCOC(=O)c1cnc2cc(F)c(F)cc2c1N1CCOCC1	-5%	2%	-3	-1%	0%	-9
O=C(c1cccnc1)N1N=C(C2CCCCC2)CC1(O)C(F)(F)F (configuration not stated)	?	1%	8	?	-4%	18
Cc1ccc(Cl)cc1N1CCN(C(=O)CSc2ccsc2[N+](=O)[O-])CC1	-7%	0%	1	85%[activator]	-17%	10
CCOC(=O)C1CCCN(C(=O)CSc2ccc(NC(C)=O)cc2)C1 (configuration not stated)	5%	6%	-2	?	3%	2
Cc1ccc(N2CC(C(=O)N3CCC(c4nc5ccccc5[nH]4)CC3)CC2=O)cc1C (configuration not stated)	?	nt	nt	10µM*	-2%	nt
O=C(NC(=S)NCCc1ccccn1)c1ccco1	46%[activator]	-9%	23*	16%	-6%	26
Cc1ccc(-c2cc3nc(C)cc(NCc4ccco4)n3n2)cc1	3%	-18%	55*	22%	-33%	59*
O=C(CCCc1cccs1)Nc1ccc2c(c1)OCO2	364%[activator]	-1%	31*	385%[activator]	2%	89*
COc1ccc(CCN2CC3=C(C2=O)C(c2ccccc2)NC(=O)N3C)cc1OC (configuration not stated)	-15%	-3%	-2	nt	?	-21
Cc1cc(C(N)=O)c2ccccc2n1	10%	0%	-1	?	-16%	-17
COc1cccc(CN2CC(C(=O)NCCOc3cccnc3)CCC2=O)c1 (configuration not stated)	22%	nt	-3	?	-3%	3
CC(C)[C@H](NC(=O)c1ccco1)C(=O)NCc1ccccc1	-1%	8%	3	4%	6%	2
CN(C)CC1CCCCC1OC(=O)c1ccc(Cl)cc1Cl (configuration not stated)	10%	-5%	-1	14%	0%	-10

Some of the entries so far, with two lines to a compound.
Under each structure – Pf growth 48h | Giardia FBPA inh | Cycloheximide cs | Pf growth 96h | Sm TGR block | Shiga inhibitor
COc1ccc(CCN2CC3=C(C2=O)C(c2ccccc2)NC(=O)N3C)cc1OC (configuration not stated)
    -15% | -3% | -2 | nt | ? | -21
Cc1cc(C(N)=O)c2ccccc2n1
    10% | 0% | -1 | ? | -16% | -17
Cc1ccc(Cl)cc1N1CCN(C(=O)CSc2ccsc2[N+](=O)[O-])CC1
    -7% | 0% | 1 | 85%[activator] | -17% | 10
